Source: PubChem (National Center for Advancing Translational Sciences (NCATS))
Tau ThT inhib – tau fibrillization inhibition (ThT binding); recombinant tau K18 P301L (four-repeat tau fragment), heparin-induced fibrillization, ThT fluorescence; 270,000 tested, 2.1% active; P10636; Potency, µM (titrated, usually from 57.4 µM), without a hit: at the top dose activity, negative = inhibition, most hits filed as inhibitors; note: nearly all actives have a fitted effect of over 55% in size
Target sequence (P10636 561-689 P618L limits assumed): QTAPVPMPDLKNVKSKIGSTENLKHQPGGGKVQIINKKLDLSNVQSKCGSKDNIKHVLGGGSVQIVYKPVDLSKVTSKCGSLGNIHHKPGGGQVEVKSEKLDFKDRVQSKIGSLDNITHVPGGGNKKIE
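Recombinant human tau K18 fragment […] carrying P301L, 15 uM unlabeled plus 0.24 uM Alexa 594-labeled, was fibrillized with 20 uM heparin in 100 mM sodium acetate pH 7 for 6 hr at 37 C; 30 uM ThT fluorescence read after 1 hr.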
JMJD2E inh – JMJD2E (human) inhibition | Potency, µM (top dose mostly 57.1 µM), inactives show top-dose activity change, negative = inhibition, actives largely listed as inhibitors | AID 2147 | JMJD2E catalytic domain, FDH-coupled NADH fluorescence (FDH is formaldehyde dehydrogenase) | B2RXH2 | 230,000 tested, 1.6% active; active = well fitted inhibition curve with a large enough effect, not every such curve was filed as active; inconclusive = small, poorly fitted or top-dose-only effect, or another doubt; inactive = no such curve, though single readings can be large or run the other way;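 note: 0% = wells with enzyme and -100% = buffer wells without enzyme; nearly all actives have a fitted effect of over 50% in size; many of its hits are not listed in these tables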
GoLoco inh red – inhibitors of human Gai1-RGS12 GoLoco interaction (red fluorophore). P63096. Gai1:RGS12 GoLoco peptide FP, rhodamine, 10 min. Potency, µM (top dose mostly 61.6 µM), without a hit: at the highest dose activity, negative = inhibition, usual class: inhibitors. 230,000 tested, 0.44% active. AID 880; active = well fitted inhibition curve with a large enough effect, not every such curve was filed as active; inactive = no such curve, though single readings can be large or run the other way; note: nearly all actives have a fitted effect of over 30% in size; many of its hits are not listed in these tables
TexasRed fluor – counter-screen for TRb-SRC2 inhibitors: fluorescence interference. TRb/SRC2 Texas Red total fluorescence interference. Potency, µM (top dose mostly 106 µM), without a hit: top-dose fluorescence change, negative = quenching. 280,000 tested, 0.29% active; active = well fitted curve in either direction with a large enough effect; inconclusive = small, poorly fitted or top-dose-only effect
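Human TRb ligand-binding domain at 0.6 uM with 20 nM Texas Red SRC2 peptide in Tris buffer containing 1 uM T3 and 5% DMSO, incubated with compound 5 h at ambient temperature. Total fluorescence (555/632 nm) calculated as parallel + 2 × perpendicular.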
Tau fibril FP – inhibitors of human tau fibril formation; K18 P301L tau heparin fibrillization, Alexa594 FP, 6 h; 280,000 tested, 0.39% active; AID 1468; Potency, µM (series often up to 57.7 µM), for the others: at the top dose activity, negative = inhibition, hits mostly inhibitors; note: nearly all actives have a fitted effect of over 55% in size
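Human K18 P301L fragment (15 uM unlabeled plus 0.24 uM Alexa 594-labeled) in 100 mM sodium acetate pH 7 with compound, aggregation induced by 20 uM heparin for 6 hr at 37 C. ThT (30 uM) added for 1 hr, then Alexa 594 FP read.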
L3MBTL1 inh – blocks human L3MBTL1; AlphaScreen L3MBTL1–H3K9me1 peptide binding; 230,000 tested, 0.66% active; Q9Y468; Potency, µM (doses to about 57.1 µM), for the others: at the highest dose activity, negative = inhibition, usual class: inhibitors; note: nearly all actives have a fitted effect of over 60% in size
Target sequence (Q9Y468 whole entry, looked up): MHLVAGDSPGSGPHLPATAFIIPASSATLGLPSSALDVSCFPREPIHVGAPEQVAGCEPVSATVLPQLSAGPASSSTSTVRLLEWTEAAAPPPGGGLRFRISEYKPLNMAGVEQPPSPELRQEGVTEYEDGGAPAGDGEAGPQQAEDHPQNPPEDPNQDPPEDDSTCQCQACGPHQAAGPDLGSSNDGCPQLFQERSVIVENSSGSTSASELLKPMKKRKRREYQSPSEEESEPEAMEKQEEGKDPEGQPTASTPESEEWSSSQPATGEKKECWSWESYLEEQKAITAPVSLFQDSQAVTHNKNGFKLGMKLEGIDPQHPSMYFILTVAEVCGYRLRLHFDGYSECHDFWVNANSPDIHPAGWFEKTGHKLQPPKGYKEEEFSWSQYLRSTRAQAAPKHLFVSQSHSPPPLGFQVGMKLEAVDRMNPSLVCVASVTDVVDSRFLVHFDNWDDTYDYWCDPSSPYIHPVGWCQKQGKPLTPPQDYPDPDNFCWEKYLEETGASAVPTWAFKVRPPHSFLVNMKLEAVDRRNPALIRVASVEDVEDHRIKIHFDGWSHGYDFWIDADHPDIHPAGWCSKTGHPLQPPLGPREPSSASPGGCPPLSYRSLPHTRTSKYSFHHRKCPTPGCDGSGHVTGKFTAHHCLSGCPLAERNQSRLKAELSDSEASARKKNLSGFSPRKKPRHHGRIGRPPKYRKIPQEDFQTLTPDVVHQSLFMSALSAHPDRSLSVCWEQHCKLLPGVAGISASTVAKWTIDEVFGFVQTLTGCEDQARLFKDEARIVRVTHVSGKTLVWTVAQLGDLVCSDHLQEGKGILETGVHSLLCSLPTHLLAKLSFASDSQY
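L3MBTL1 50 nM + b-AHA-H3(1-15)K9me1 75 nM, 30 min RT; compound added, 30 min RT; streptavidin donor/Ni-chelate acceptor beads 10 ug/mL each final, 30 min RT dark; AlphaScreen read.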
RECQ1 helicase – inhibitors of human RECQ1 DNA helicase. P46063. RECQ1 DNA unwinding, red fluorescence kinetic read. Potency, µM (highest dose often 57.3 µM), without a hit: at the top dose activity, negative = inhibition, actives largely listed as inhibitors. 240,000 tested, 0.54% active;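 note: plate controls were vehicle for no effect and no enzyme for full effect; nearly all actives have a fitted effect of over 30% in size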
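50 nM RECQ1T1 preincubated 15 min with compound in Tris pH 8.0 buffer with MgCl2, DTT, Tween-20 and 2.5 ug/ml poly(dI-dC); started with 200 nM TAMRA/BHQ-2 forked duplex and 2 mM ATP. Unwinding read as fluorescence (525/598 nm), two reads 2 h apart.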
TRb SRC2 PPI – TRbeta-SRC2 interaction inhibition | TRbeta-SRC2 peptide binding, fluorescence polarization; receptor liganded with 1 µM T3 | Potency, µM (series often up to 106 µM), inactives show at the top dose activity change, negative = inhibition, usual class: inhibitors | 280,000 tested, 0.065% active;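 note: plate controls were bound peptide for no effect and peptide without receptor for full effect; nearly all actives have a fitted effect of over 50% in size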
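Read-out is fluorescence polarization (555 nm excitation, 632 nm emission) of a Texas Red SRC2 coactivator peptide; loss of signal reflects blocked binding to human TRb ligand-binding domain in the presence of 1 uM T3.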
Numbers without * were called inactive; i = inactive; ? = inconclusive; . = not tested or not shown; [ ] = another dose, or the depositor's remark. Unless noted, calls come from the whole dose curve; as a rule, active = well fitted curve in the direction sought with a large enough effect; inconclusive = small, poorly fitted or top-dose-only effect, or another doubt; inactive = no such curve, though single readings can be large; an effect the other way counts as inactive or inconclusive. Unless noted, % is set by controls: 0 for no effect and ±100 for the full control effect; potency is the fitted concentration of half-maximal effect. Only part of the results is shown; count on the stated rates, not on these rows.

Results follow in this order: Tau ThT inhib	JMJD2E inh	GoLoco inh red	TexasRed fluor	Tau fibril FP	L3MBTL1 inh	RECQ1 helicase	TRb SRC2 PPI
- Cc1ccc(-c2nnc(SCC(=O)NNC(=O)COc3cccc4ccccc34)n2C)cc1
  0%	8%	-9%	0%	-3%	6%	-10%	-6%
- COc1cccc(N2C(=O)C(CC(=O)Nc3ccccc3)N(C3CCCCC3)C2=O)c1 (stereo unspecified)
  -7%	-1%	0%	-4%	-1%	0%	-6%	-1%
- CCOC(=O)C1CCCN(Cc2cc(=O)oc3cc(C)c(C(C)C)cc23)C1 (stereo unspecified)
  -13%	-8%	7%	2%	4%	.	-4%	0%
- CC(C)c1ccc(-c2cc(C(=O)N3N=C(C(F)F)CC3(O)C(F)F)c3ccccc3n2)cc1 (stereo unspecified)
  -9%	?	5%	-1%	2%	.	-17%	4%
- Cc1ccccc1Cn1nc(C)c(NC(=O)c2cc3nc(-c4ccco4)cc(C(F)(F)F)n3n2)c1C
  ?	?	5%	-3%	12%	-2%	0%	-9%
- O=C(CCCn1c(=S)[nH]c2ccccc2c1=O)NC1CCCC1
  -5%	-5%	-4%	-3%	-5%	3%	-2%	4%
- O=C(NNc1c(Cl)cccc1Cl)c1cccs1
  ?	12%	-8%	-1%	-2%	-8%	-5%	-2%
- Cc1ccccc1Cn1nc(C)c(NC(=O)c2noc3c2CCCC3)c1C
  -9%	3%	3%	2%	11%	5%	2%	10%
- O=C(NCc1cccnc1)C(=O)NCC1OCCN1S(=O)(=O)c1ccc(Cl)cc1 (stereo unspecified)
  -3%	10%	-7%	0%	-8%	-1%	i	12%
- Cc1ccc(Cn2c(SCC(=O)NCC3CCCO3)nc3c(sc4ccccc43)c2=O)cc1 (stereo unspecified)
  -6%	3%	1%	-5%	3%	.	-11%	-2%
- COc1cc([N+](=O)[O-])ccc1NC(=O)c1nc2ccccc2n(C)c1=O
  -12%	.	.	0%	1%	.	.	4%
- CCn1c(SCC(=O)Nc2ccc3c(c2)OCCO3)nc2c(c1=O)SC(C)C2 (stereo unspecified)
  -18%	4%	5%	0%	5%	-9%	i	1%
- CN(C)CCOc1cc(Cl)cc(Cl)c1
  1%	-3%	3%	3%	?	-1%	-6%	-8%
- COc1cc(OC)c(C2=NOC(C(=O)Nc3ccc4c(c3)OCO4)C2)cc1Cl (stereo unspecified)
  ?	3%	3%	-3%	18%	1%	-2%	0%
- COc1ccccc1/C=C\C=N\NC(=O)c1ccco1
  -12%	?	7%	-1%	0%	2%	i	15%
- CC(CC(=O)NCc1cccnc1)c1ccccc1 (stereo unspecified)
  7%	-1%	-11%	-3%	7%	?	i	7%
- COc1ccccc1CN(C(=O)Cc1cccs1)C(C(=O)NC1CCCC1)c1ccncc1 (stereo unspecified)
  -8%	4%	-14%	-1%	3%	-6%	0%	4%
- CNc1nc(Oc2ccc(=O)[nH]n2)nc(N2CCOCC2)n1
  -5%	.	.	6%	8%	.	.	4%
- COc1ccc(/C=C/C(=O)Nc2ccc(C)cc2)cc1S(=O)(=O)N1CCOCC1
  .	2%	5%	-3%	-2%	.	-4%	3%
- Cc1cccc(N2C(=O)C3C(c4ccccc4)OC4(C(=O)c5ccccc5C4=O)C3C2=O)c1 (stereo unspecified)
  -12%	3%	16%	1%	3%	34%[activator]	3%	7%

Reprinted from the part before: 2 entries, then new ones.
Results follow in this order: Tau ThT inhib	JMJD2E inh	GoLoco inh red	TexasRed fluor	Tau fibril FP	L3MBTL1 inh	RECQ1 helicase	TRb SRC2 PPI
- COc1ccc(/C=C/C(=O)Nc2ccc(C)cc2)cc1S(=O)(=O)N1CCOCC1
  .	2%	5%	-3%	-2%	.	-4%	3%
- Cc1cccc(N2C(=O)C3C(c4ccccc4)OC4(C(=O)c5ccccc5C4=O)C3C2=O)c1 (stereo unspecified)
  -12%	3%	16%	1%	3%	34%[activator]	3%	7%
- O=C(NCCCc1ccccc1)c1nn(-c2ccccc2F)nc1CO
  -7%	.	.	-1%	7%	.	.	-3%
- CC1(C)CC(=O)C2=C(C1)OC1=C(C(=O)CC(C)(C)C1)C2c1ccccc1
  -6%	3%	1%	-1%	8%	.	0%	-10%
- CCc1ccc(NC(=O)C2CCN(c3ccc(Sc4ccc(C)cc4)nn3)CC2)cc1
  1%	.	.	2%	-7%	.	.	-4%
- CC(C)CN(C(=O)C(c1ccccc1)c1ccccc1)c1c(N)n(CC(C)C)c(=O)[nH]c1=O
  -2%	-11%	6%	-1%	4%	.	-2%	-1%
- c1ccc(-c2nnc(-c3ccccn3)s2)nc1
  ?	2.8µM*	-5%	-4%	16%	.	i	-6%
- COC(=O)c1cccc(C(=O)Nc2ccc(F)cc2)n1
  -4%	-2%	6%	-3%	?	2%	1%	-15%
- Nc1nc2ccc(S(=O)(=O)c3ccc4nc(N)sc4c3)cc2s1
  -8%	?	-7%	1%	-4%	-14%	-6%	15%
- COc1ccc(S(=O)(=O)N(CC(=O)Nc2cc(C)on2)Cc2ccccc2)cc1
  -18%	5%	-4%	-3%	2%	-9%	0%	-4%
- CC1CC(C)(C)NC(=S)N1CCC(=O)N1CCc2ccccc2C1 (stereo unspecified)
  -3%	-3%	-30%	-5%	-2%	-4%	-5%	-8%
- CCSc1ncnc2sc3c(c12)CCC3
  -13%	-3%	-15%	-1%	-9%	.	-11%	11%
- CSCC[C@H](NC(=O)Nc1cccc(Br)c1)C(=O)O
  -4%	-5%	8%	-1%	-1%	11%	-2%	3%
- COc1ccc(/C=N/NC(=O)CNC(=O)c2ccc3c(c2)OCCO3)cc1OC
  -11%	?	9%	-9%	-4%	13%	-2%	4%
- COc1ccc(CNC(=O)c2c(O)nc3c(C)cccn3c2=O)cc1
  7%	.	.	?	-7%	.	.	-3%
- CC(C)N(CCC#N)C(=O)Nc1ccc2c(c1)CCO2
  -9%	-6%	5%	0%	0%	-3%	i	3%
- Cc1ccccc1CN1CCNC(=O)C1CC(=O)O (stereo unspecified)
  -8%	4%	-10%	-3%	-1%	6%	2%	-3%
- CN(Cc1ccccc1)C(=O)CCC(=O)N(C)Cc1ccccc1
  2%	-4%	-10%	4%	8%	-3%	i	1%
- Cc1ccsc1-c1nc(CN2CCCC2c2ccc(F)cc2)c(C)o1 (stereo unspecified)
  ?	?	63%[activator]	3%	-9%	-5%	-2%	7%
- CCN(C)c1ccc(/C=N\n2nnnc2N)cc1
  ?	?	-1%	-6%	12%	-2%[11.4 µM]	i	-2%
- Cc1ccc(-c2nc(NC(=O)CSc3nc(C)nc4sc5c(c34)CCCC5)ns2)cc1
  -14%	.	.	-7%	-11%	.	.	-6%
- NC(=O)N[C@@H](Cc1c[nH]c2ccccc12)C(=O)OCC(=O)N1CCCCC1
  -3%	-4%	9%	-5%	13%	-19%	-4%	3%

Single entries from the list:
TexasRed fluor result of `CCSc1ncnc2sc3c(c12)CCC3` stands at -1%
Tau ThT inhib result of `O=C(NCCCc1ccccc1)c1nn(-c2ccccc2F)nc1CO` stands at -7%
TexasRed fluor result of `Cc1ccsc1-c1nc(CN2CCCC2c2ccc(F)cc2)c(C)o1` (stereo unspecified) stands at 3%
JMJD2E inh result of `CC(C)N(CCC#N)C(=O)Nc1ccc2c(c1)CCO2` stands at -6%
L3MBTL1 inh result of `COc1ccc(/C=N/NC(=O)CNC(=O)c2ccc3c(c2)OCCO3)cc1OC` stands at 13%
Tau fibril FP result of `CCN(C)c1ccc(/C=N\n2nnnc2N)cc1` stands at 12%
TexasRed fluor result of `CC(C)CN(C(=O)C(c1ccccc1)c1ccccc1)c1c(N)n(CC(C)C)c(=O)[nH]c1=O` stands at -1%

Next section.
SMILES,Tau ThT inhib,JMJD2E inh,GoLoco inh red,TexasRed fluor,Tau fibril FP,L3MBTL1 inh,RECQ1 helicase,TRb SRC2 PPI
CCCc1nn2c(C)c(-c3ccccc3)nc2s1,?,.,.,0%,-5%,.,.,-8%
CCOc1ccc(NC(=S)NCCN2CCN(Cc3ccccc3)CC2)cc1,-10%,-2%,-6%,0%,-3%,.,-2%,4%
O/N=C/c1cc(Br)ccc1OCc1cccc(F)c1,?,0%,-1%,2%,-8%,-1%,-13%,3%
Cc1nc(-c2nnc(-c3ccccc3)o2)c(C(F)(F)F)o1,-9%,5%,-9%,0%,-2%,9%,-8%,3%
CCCN(CC(=O)Nc1ccc(C(N)=O)cc1)CC(=O)Nc1ccc(Cl)cc1Cl,-1%,-6%,13%,-2%,?,16%,-18%,-7%
C=CCC(CC=C)(CNC(=O)C(=O)Nc1ccc(Br)cc1)c1ccc(OC)c(OC)c1,6%,.,.,-1%,-6%,.,.,3%
O=C(O)C12CC3CC(C1)CC(n1ncc(NCc4ccco4)c(Cl)c1=O)(C3)C2,?,-24%,-17%,8%,-11%,-7%,-14%,1%
Cc1c(CN(C)C(=O)c2sc3cc(Cl)ccc3c2Cl)cnn1C,?,3%,12%,-6%,8%,-4%,-1%,-11%
CNC(=S)N(CCc1c(C)[nH]c2ccc(C)cc12)Cc1cc(OC)c(OC)c(OC)c1,?,10%,-7%,-3%,14%,-4%,-7%,6%
